Source: PubChem BioAssay (The Scripps Research Institute Molecular Screening Center)
SIAE inh – human SIAE inhibition, primary screen; SIAE FP-Rh probe binding, fluorescence polarization; inhibition, % at 9.66 µM; 370,000 compounds, 0.69% hits;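 active = inhibition above a cutoff: mean of compounds within the control limits plus 3 SD of those, cut at about 17% in these data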;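 also: 0% = plate median of compound wells and 100% = probe without SIAE protein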
PRMT1 FP inh – inhibitors of human PRMT1; inhibition, % at 2.79 µM; Q99873; 370,000 compounds, 1.3% hits; AID 652257; recombinant PRMT1, activity-based probe fluorescence polarization;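 active = inhibition above about 21% made by adding two undisclosed values, limit read from the data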
Target sequence (Q99873 whole entry, looked up): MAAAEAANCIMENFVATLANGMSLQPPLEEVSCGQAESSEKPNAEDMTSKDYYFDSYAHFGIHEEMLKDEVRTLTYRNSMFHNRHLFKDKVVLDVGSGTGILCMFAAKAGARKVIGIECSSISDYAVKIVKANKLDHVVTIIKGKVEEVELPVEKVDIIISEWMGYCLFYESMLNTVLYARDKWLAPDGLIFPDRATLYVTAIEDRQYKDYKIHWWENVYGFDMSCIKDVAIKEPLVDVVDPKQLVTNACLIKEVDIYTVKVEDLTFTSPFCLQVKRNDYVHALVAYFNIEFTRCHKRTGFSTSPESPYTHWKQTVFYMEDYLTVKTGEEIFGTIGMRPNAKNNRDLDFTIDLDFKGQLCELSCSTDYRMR
Tn6 DDE FP – DD(E)-Tn6 binding inhibition, primary FP screen; 370,000 compounds, 0.21% hits; Fibrin DD(E) TRITC-Tn6 fluorescence polarization displacement; AID 720509; P02675; inhibition, % at 8.3 µM;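 active = inhibition above a per-campaign cutoff: mean of compounds within control limits plus 3 SD, cut at about 15% in these data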;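 also: 0% = median of all compound wells on the plate and 100% = blocking peptide control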
Target sequence (P02675 whole entry, looked up): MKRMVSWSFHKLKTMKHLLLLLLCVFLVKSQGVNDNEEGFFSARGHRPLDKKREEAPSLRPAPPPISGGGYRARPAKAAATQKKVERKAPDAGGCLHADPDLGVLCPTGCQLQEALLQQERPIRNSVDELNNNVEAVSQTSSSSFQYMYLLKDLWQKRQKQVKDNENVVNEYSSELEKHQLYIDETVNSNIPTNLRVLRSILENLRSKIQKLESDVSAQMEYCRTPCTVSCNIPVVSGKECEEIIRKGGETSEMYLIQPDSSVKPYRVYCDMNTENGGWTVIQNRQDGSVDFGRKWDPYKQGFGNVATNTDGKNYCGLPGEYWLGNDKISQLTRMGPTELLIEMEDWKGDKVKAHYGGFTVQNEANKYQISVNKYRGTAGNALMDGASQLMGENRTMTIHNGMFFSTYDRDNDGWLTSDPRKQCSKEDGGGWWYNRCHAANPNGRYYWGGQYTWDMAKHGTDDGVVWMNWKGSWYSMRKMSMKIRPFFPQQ
LEDGF integ inh – blocks HIV-1 LEDGF/p75-dependent DNA integration. TR-FRET IN-LEDGF/p75 DNA integration, Eu/Cy5. inhibition, % at 3.7 µM. 370,000 compounds, 0.64% hits;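 active = inhibition above the screen-wide mean plus 3 SD, cut at about 13% in these data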;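 also: signal is the Cy5 over europium emission ratio at 671 and 618 nm; 0% = plate median of compound wells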
KLK7 zymogen act – activates the human kallikrein-7 zymogen; purified proKLK7, EDANS-DABCYL substrate fluorescence; 100% is mature enzyme control, 0% vehicle; AID 652039; activation, % at 7 µM; P49862; 370,000 compounds, 0.9% hits;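 active = activation above the mean of all tested compounds plus 3 SD, computed per campaign excluding outliers beyond control limits, cut at about 13% in these data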
MBD2 DNA inh – inhibitors of human MBD2 binding to methylated oligonucleotide; Q9UBB5; TR-FRET; inhibition, % at 4.4 µM; 370,000 compounds, 0.31% hits; in the data active = inhibition above about 13%
DDE Tn7 FP inh – inhibitors of Tn7 peptide binding to human fibrin DD(E). P02675. FP displacement of FITC-Tn7 peptide from fibrin DD(E); 0% = median of compound wells per plate. inhibition, % at 8.3 µM. 370,000 compounds, 0.13% hits. AID 720508;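 active = inhibition above the mean of compounds falling within the control limits plus 3 SD of them, cut at about 14% in these data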;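 also: 0% = plate median of compound wells and 100% = 10 µM Aha-Tn7 peptide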
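Assay system: human fibrin DD(E) protein / Input: 2 µM fibrin DD(E) / Benchmarks: high control of 10 µM Aha-Tn7 peptide / Measured by: fluorescence polarization of the labelled Tn7 tracer / Medium: Tris buffer with calcium and detergent, pH 7.8 / Timing: 10 min compound pre-incubation, 3 h probe incubation at room temperature / Repeats: one replicate per compound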
TDP2 inh – blocks human TDP2 phosphodiesterase activity. O95551. inhibition, % at 12.8 µM. recombinant TDP2, T5PNP hydrolysis, p-nitrophenol absorbance 415 nm. 370,000 compounds, 0.34% hits;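 active = inhibition above the mean of all tested compounds plus 3 SD, set per campaign, cut at about 25% in these data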;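 also: 0% = DMSO with enzyme and 100% = buffer with substrate but no TDP2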
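System – recombinant human TDP2 · Quantity – TDP2 enzyme at 120 nM final · Doses – single concentration, 12.8 µM nominal, with 1% DMSO · Incubation – 2 h at 37 °C · Measured by – epi absorbance of p-nitrophenol freed from T5PNP by hydrolysis · Read-out – % inhibition relative to enzyme-containing and enzyme-free wells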
UHRF1 binding – human UHRF1 methylated DNA binding inhibitors; 370,000 compounds, 0.75% hits; inhibition, % at 4.4 µM; UHRF1 binding to methylated oligo, TR-FRET; in the data active = inhibition above about 21%;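 also: UHRF1 SRA domain binding a hemimethylated CpG hairpin DNA probe; 0% = median of test compound wells and 100% = reference inhibitor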
TCR-CD3 inh – human TCR-CD3 binding inhibition; TAMRA-labeled TCR probe fluorescence, biochemical; inhibition, % at 9.4 µM; 360,000 compounds, 0.37% hits; AID 651800; in the data active = inhibition above about 19%;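 also: recombinant mutant TCR 2C K166C tagged with TAMRA read by polarization; 0% = receptor in buffer alone and 100% = receptor with positive control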
An asterisk follows results filed as active; nt = no result given. An unsorted share of the library; overall some 4.6% were active at least once.

SMILES	SIAE inh	PRMT1 FP inh	Tn6 DDE FP	LEDGF integ inh	KLK7 zymogen act	MBD2 DNA inh	DDE Tn7 FP inh	TDP2 inh	UHRF1 binding	TCR-CD3 inh
OC(CN1CCOCC1)c1ccc(F)cc1 (stereo not given)	9	2	0	3	-0.2	-4	2	10	14	1
O=c1c2ccccc2nnn1CSc1ccccc1	3	-3	0	2	0.7	-1	-3	-4	-1	-2
COc1ccc2[nH]c3ccccc3c2c1	1	-2	1	-5	-0.2	-6	5	1	-1	4
COc1ccc(NC(=O)C2CC(=O)N(c3ccccc3Cl)C2)c(OC)c1 (stereo not given)	7	3	0	-3	0.3	0	6	3	5	-5
CC(=O)Nc1cccc(Nc2nc(-c3ccccc3)nc3ccccc23)c1	-63	2	-5	3	19*	-1	3	-6	3	2
CC(Sc1nncn1C)C(=O)Nc1cc(C(F)(F)F)ccc1N1CCOCC1 (stereo not given)	1	-1	2	-2	0.7	2	5	12	-4	7
O=C(c1ccc(OC2CCN(C/C=C/c3ccccc3)CC2)cc1)N1CCCC1	-1	-3	10	3	0.9	-5	-1	6	-2	4
O=C(c1ccco1)N1CCC(c2nc(-c3ccc(F)cc3)no2)CC1	1	1	-3	-2	-0.4	3	1	2	1	5
Cc1[nH]c(C)c(S(=O)(=O)NCCc2ccc(S(N)(=O)=O)cc2)c1C(=O)N1CCCC1	2	-4	2	-1	0.0	1	-5	13	-3	7
COc1cccc(CNC(=O)c2ccc(CS(=O)Cc3ccc(C)cc3)o2)c1 (stereo not given)	4	-2	-8	3	0.2	4	4	9	-5	-9
CCCNC(=O)CSc1ccc(S(=O)(=O)N(C)C2CCCCC2)cn1	1	-1	1	-1	-0.4	3	1	-7	-1	-1
O=C(NCc1ccccc1)N1CCOCC1	-7	2	5	-2	0.1	5	4	-12	1	0
COc1cc(N)c(C(=O)c2nccc3cc(OC)c(OC)cc23)cc1OC	-2	-4	-4	0	0.1	0	-11	5	4	0
C/C(=N\NS(=O)(=O)c1ccc(Br)cc1)c1ccncc1	-1	-2	8	1	-0.6	0	-2	-10	0	3
Cc1nc(N2CCN(Cc3ccc4c(c3)OCO4)CC2)c2oc3ccccc3c2n1	-19	8	-12	1	-223	-3	-11	-18	-3	2
O=C(COC(=O)c1cc(S(=O)(=O)N2CCOCC2)ccc1F)Nc1ccc(Cl)cn1	-9	-1	-3	8	1.0	2	-5	-14	-1	-1
Cc1[nH]n(-c2ccccc2)c(=O)c1C(c1ccc(O)c([N+](=O)[O-])c1)c1c(C)[nH]n(-c2ccccc2)c1=O	-4	3	2	38*	-0.4	15*	-4	89*	15	-4
COc1ccc(CCNC(=O)CSCc2ccc(C)cc2)cc1OC	-1	-1	-3	3	0.7	2	2	7	-1	0
COC(=O)CCCn1cc(CN2CC(N3CCN(C4CCN(C)CC4)CC3)CS2(=O)=O)nn1 (stereo not given)	4	10	-12	-2	0.5	6	1	0	17	-2
CC(=O)OC(C(=O)NC1CCCCC1)c1cccc(C)c1 (stereo not given)	9	0	-2	-2	-0.7	1	4	1	-1	1
Nc1nonc1-c1noc(CCCOc2ccc(Cl)cc2Cl)n1	6	-3	-1	1	0.2	3	-6	8	-3	6
C/C(=N/OCO/N=C(\C)c1ccccc1F)c1ccccc1F	-3	0	0	2	0.4	0	-4	4	2	7
Cc1cc(SCC(=O)N2CCC(c3noc4ccc(F)cc34)CC2)nc2ccccc12	-11	3	-1	3	0.4	0	1	8	1	5
O=C(N/N=C1\CCS(=O)(=O)c2ccc(F)cc21)c1ccc(O)cc1	6	1	-2	-4	0.4	1	-4	4	1	-2
Cc1cc(C)n2ncc(C(=O)NCc3ccc(Cl)cc3)c2n1	8	1	1	0	-2.8	5	-4	-5	-1	-1
COc1ccc(-c2cc(NC=O)c3ncc(-c4ccc(OC)c(OC)c4)n3c2)cc1OC	-1	2	-4	4	-0.8	-6	-7	-5	-5	-24
O=C(COc1ccc(F)cc1Cl)Nc1ccccc1C(=O)N1CCCCC1	-7	-9	1	4	-0.2	6	-2	6	-2	0
Cc1cccn2c(=O)c3cc(C(=O)NCC4CCCO4)c(=N)n(CCN4CCOCC4)c3nc12 (stereo not given)	10	1	10	1	14*	-3	1	-1	-1	2
Cc1cc(C)c(OCC(=O)NCC2COc3ccccc3O2)c(C)c1 (stereo not given)	-1	-1	-3	7	-0.5	2	-1	-15	2	-2
COC(=O)c1cc(NC(=O)COC(=O)CN2C(=O)C3CC=CCC3C2=O)cc(C(=O)OC)c1 (stereo not given)	0	4	-1	-7	-0.4	-3	0	-8	2	-5
CC1CCCC(C)N1C(=O)/C=C/c1ccc(S(=O)(=O)N2CCOCC2)cc1 (stereo not given)	4	-2	-3	5	0.0	4	-6	5	1	4
COC(=O)c1cc2c(ccn2-c2ccc(F)cc2)n1Cc1ccc(C#N)cc1	-9	4	-9	-4	-0.3	3	6	-6	9	-4
C[C@@H](C(=O)Nc1cccnc1)n1c(=O)[nH]c2ccccc2c1=O	3	-5	5	0	-0.7	-5	0	-1	-1	9
COc1ccc(C2NC(=O)NC(C)=C2C(=O)OC2CCCCC2)cc1 (stereo not given)	-3	4	4	1	-0.5	3	3	-4	2	-8
Cc1cccc(CN2CCN(c3ncccn3)CC2)c1	1	1	1	2	-1.3	1	5	4	0	-3
Cc1nc(-c2ccc(NC(=O)c3ccccc3Br)cc2)cs1	14	0	1	-3	-0.5	-2	2	-7	0	6
Cc1cc(C)n(-c2ccc(C(=O)Nc3cccc(S(=O)(=O)N4CCCC4)c3)cc2)n1	5	-3	10	-2	-0.1	-2	4	-6	0	-1
Cc1ccc(C(=O)N/N=C\c2c(C)nn(-c3ccccc3)c2Cl)cn1	-4	0	1	-1	0.3	4	4	-5	-1	-3
CN(C)S(=O)(=O)c1ccc(N2CCCC2)c(C(=O)Nc2nc(-c3cc(F)ccc3F)cs2)c1	5	-2	-1	3	0.2	-8	-3	-11	-2	1
Cc1ccccc1-c1nnc(-c2cccs2)o1	-3	-2	7	1	-0.2	-3	-4	6	-2	7
COc1ccccc1OCC(=O)N/N=C1/C=C(C)CC1	2	-4	0	2	-0.3	0	4	4	-2	7
COc1cccc(-n2cc(C(=O)NC(C)C)c3ccccc3c2=O)c1	0	-4	5	3	-0.7	-5	0	8	-1	10
Cc1ccc(SCC(=O)Nc2cc([N+](=O)[O-])ccc2O)cc1	9	-2	1	3	-0.3	-10	3	-4	-3	3
COCCNC(=O)C1Cc2cc(S(=O)(=O)N3CCCC3)ccc2N1C(C)=O (stereo not given)	2	-1	7	-4	0.6	2	4	-3	4	-3
COCCCn1c(SCc2nnc(-c3ccc(OC)c(OC)c3)o2)nnc1-c1ccncc1	3	-4	-3	-1	-0.3	-4	-5	0	0	-4
COc1ccccc1NC(=O)c1csc2c1CCCC2	-1	3	-3	-1	0.2	3	-4	-2	2	5
COCCN1Cc2cccc(C(=O)NCC3CCN(CC(C)C)C3)c2C1=O (stereo not given)	2	1	2	-1	0.1	2	1	-2	1	2
CC(=O)Nc1cc2c3c(c1)CCN3C(=O)CC2	0	-3	1	-2	0.7	5	-1	-17	2	9
CC(=O)Nc1cccc(C(=O)OCC(=O)N2CCC(c3ccccc3)=N2)c1	-7	-2	-3	3	0.6	-3	2	-16	1	-5
CC(C)CN1CCC(=O)N(CCOc2ccccc2)CC1	3	-1	2	3	0.1	-6	-9	4	-1	1
CN1C(=O)CCS(=O)(=O)C1c1ccc(Cl)c(Cl)c1 (stereo not given)	2	-5	0	2	0.3	3	-8	-11	0	-5
CN1C(=O)CC(N2CCN(c3ccc(Cl)cc3)CC2)C1=O (stereo not given)	3	-2	5	-3	-0.2	-3	-4	7	3	1
O=[N+]([O-])c1cc(S(=O)(=O)N2CCCCC2)ccc1NCc1cccc(Cl)c1	-11	-1	5	1	0.2	-1	3	1	-7	-2
CCOc1ccc(OCCC(=O)OCC(=O)NC(C)c2ccccc2)cc1 (stereo not given)	7	2	-6	0	0.3	5	0	-10	4	0
COc1cc2c(cc1OC)C(c1cccc([N+](=O)[O-])c1)N(C(=O)CCC(=O)O)CC2 (stereo not given)	-1	-1	1	3	0.0	-2	-1	8	-1	2
CC(C)(C)OC(=O)N1CCN(C(=O)c2[nH]cnc2C(=O)Nc2nccs2)CC1	1	9	-7	-4	-0.8	0	2	0	6	12
OCC1(Cc2ccc(Cl)cc2)CCN(CC2CC=CCC2)CC1 (stereo not given)	1	2	0	-2	0.1	-5	1	-1	2	0
O=C(NC1CCN(C(=S)Nc2ccc(F)cc2)CC1)C1CCCCC1	1	3	-1	-1	-0.1	5	-4	7	0	1
Cc1ccc(NC(=O)CN(C)C(=O)C(C)OC(=O)c2ccccc2NCCO)cc1 (stereo not given)	3	1	-3	-2	21*	-1	-9	23	3	1
CC(Cc1ccccc1)N(C)C(=O)CN1C(=O)c2ccccc2C1=O (stereo not given)	0	-1	7	-3	0.3	3	1	-4	15	-4

One compound at a time, as listed above. Order of screens: SIAE inh, PRMT1 FP inh, Tn6 DDE FP, LEDGF integ inh, KLK7 zymogen act, MBD2 DNA inh, DDE Tn7 FP inh, TDP2 inh, UHRF1 binding, TCR-CD3 inh
COc1ccccc1NC(=O)c1csc2c1CCCC2 in the list: -1, 3, -3, -1, 0.2, 3, -4, -2, 2, 5
CC(=O)Nc1cc2c3c(c1)CCN3C(=O)CC2 in the list: 0, -3, 1, -2, 0.7, 5, -1, -17, 2, 9
CC(=O)Nc1cccc(C(=O)OCC(=O)N2CCC(c3ccccc3)=N2)c1 in the list: -7, -2, -3, 3, 0.6, -3, 2, -16, 1, -5

Back to the main list, starting 2 compounds before the break.
SMILES	SIAE inh	PRMT1 FP inh	Tn6 DDE FP	LEDGF integ inh	KLK7 zymogen act	MBD2 DNA inh	DDE Tn7 FP inh	TDP2 inh	UHRF1 binding	TCR-CD3 inh
Cc1ccc(NC(=O)CN(C)C(=O)C(C)OC(=O)c2ccccc2NCCO)cc1 (stereo not given)	3	1	-3	-2	21*	-1	-9	23	3	1
CC(Cc1ccccc1)N(C)C(=O)CN1C(=O)c2ccccc2C1=O (stereo not given)	0	-1	7	-3	0.3	3	1	-4	15	-4
CCOC(=O)CSc1nc2ccc(C)cc2[nH]1	7	-3	-5	-2	-0.1	5	1	-1	2	0
CC(=O)NC(Cc1ccccc1F)C(=O)NC1CCN(C(=O)Nc2ccc(C)cc2)CC1 (stereo not given)	2	-3	-4	2	1.2	0	-3	22	-1	9
Cc1cccc(C(=O)Nc2cc(S(=O)(=O)N3CCOCC3)ccc2N2CCCC2)c1	7	3	-10	-1	0.0	5	4	6	4	-3
CC(C)(C)SCCNC(=O)COc1ccc(Cl)cc1	9	-3	4	3	0.0	-2	2	0	1	2
O=C1N(CCCO)CCC12CCCCC2	-1	1	3	-4	-0.3	4	6	8	0	nt
CCCOc1ccc(C(=O)NCC(c2cccs2)N(C)C)cc1OC (stereo not given)	1	-1	3	0	-0.2	1	6	-2	2	-1
